# CASP6 VEID inh: blocks human caspase-6 cleavage activity. AID 686996. P55212. purified caspase-6, Z-VEID-R110 cleavage fluorescence. inhibition, % at 12.5 µM. 350,000 tested, 0.53% active;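 active = mean inhibition across replicates at least about 35%, with every replicate also reaching that limit, limit read from the data; inconclusive = only one of the two criteria met; inactive = neither criterion met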;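 note: 0% = median of neutral control wells and 100% = no fluorescence left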
# RAD52 anneal inh: RAD52 (human) annealing inhibition; recombinant RAD52 DNA annealing, FRET fluorescence; inhibition, % at 18.7 µM; 360,000 tested, 0.46% active; AID 651710;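 active = every replicate showing at least 50% inhibition; inconclusive = mean inhibition at least 50% but not in every replicate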
# Target sequence (P43351 whole entry, looked up): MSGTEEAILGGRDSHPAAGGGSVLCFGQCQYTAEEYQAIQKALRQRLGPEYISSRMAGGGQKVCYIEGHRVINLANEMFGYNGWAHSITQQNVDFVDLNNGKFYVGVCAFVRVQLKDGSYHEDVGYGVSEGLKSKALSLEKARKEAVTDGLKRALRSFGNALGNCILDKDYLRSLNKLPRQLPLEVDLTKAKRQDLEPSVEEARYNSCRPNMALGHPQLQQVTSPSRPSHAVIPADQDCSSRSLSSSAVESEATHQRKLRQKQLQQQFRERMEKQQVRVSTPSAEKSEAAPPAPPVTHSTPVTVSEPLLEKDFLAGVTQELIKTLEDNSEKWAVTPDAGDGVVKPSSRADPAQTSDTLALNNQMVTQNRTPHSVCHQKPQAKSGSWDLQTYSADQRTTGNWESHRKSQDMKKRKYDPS
# INS-1E GSIS act: GLuc luminescence reporter in INS-1E cells, primary screen for activators of glucose-dependent secretion of insulin; 370,000 tested, 0.61% active; INS-1E GLuc reporter insulin secretion, 2-3 h; activation, % at 16.6 µM;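 active = lowest replicate activation of at least 40%, so every replicate reaches that level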;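 note: 0% = median of neutral control wells and 100% = median of IBMX positive control wells; some compounds called inactive have numbers as strong as hits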
# E-sel inducer: induces E-selectin expression in human endothelial cells; P16581; HUVEC E-selectin immunofluorescence imaging; normalized: neutral wells 0, TNF-alpha wells 100; activation, % at 7.58 µM; 260,000 tested, 0.37% active; AID 686992;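 active = mean E-selectin-positive cell signal at least 10% of the positive control, reached in at least 60% of replicates, without over 20% cell loss; inconclusive = no rule given, readout overlaps actives, possibly toxicity-flagged; inactive = the rest, including those meeting only one limit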;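 note: in these data hits start at about 27%; measured in HUVEC primary endothelial cells; signal is the percent of cells scored E-selectin positive by PE staining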
# Target sequence (P16581 whole entry, looked up): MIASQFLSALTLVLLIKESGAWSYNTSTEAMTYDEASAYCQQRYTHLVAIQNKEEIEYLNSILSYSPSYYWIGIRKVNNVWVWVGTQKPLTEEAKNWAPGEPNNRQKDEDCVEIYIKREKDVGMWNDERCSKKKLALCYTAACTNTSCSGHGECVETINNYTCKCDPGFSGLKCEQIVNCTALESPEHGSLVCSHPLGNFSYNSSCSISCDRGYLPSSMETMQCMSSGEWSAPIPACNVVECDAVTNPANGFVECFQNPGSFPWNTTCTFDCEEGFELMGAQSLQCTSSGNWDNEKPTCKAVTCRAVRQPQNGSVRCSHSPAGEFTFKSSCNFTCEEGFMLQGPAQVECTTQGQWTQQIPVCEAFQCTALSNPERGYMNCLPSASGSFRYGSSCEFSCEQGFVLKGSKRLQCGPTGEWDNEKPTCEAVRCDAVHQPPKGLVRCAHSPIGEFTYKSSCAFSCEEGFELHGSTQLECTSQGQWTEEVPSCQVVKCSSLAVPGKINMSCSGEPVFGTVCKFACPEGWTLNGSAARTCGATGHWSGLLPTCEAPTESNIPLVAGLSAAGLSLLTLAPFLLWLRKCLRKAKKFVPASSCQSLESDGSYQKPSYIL
#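 System: HUVEC, human umbilical vein endothelial cells; quantity: 3,000 cells/well; buffer or medium: EGM-2 medium, gelatin-coated wells; dosing: single-point compound dose; detection: immunofluorescence imaging; evaluation: % PE-positive cells; benchmarks: TNF-alpha, DMSO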
# DENV2 CPE: DENV2-induced cell death inhibition. 350,000 tested, 1.7% active. CPE inhibition, % at 9.99 µM. DENV2-infected cells, cytopathic effect rescue, plate reader. AID 651640; in the data active = CPE inhibition above about 20%, passing the limit was not always enough; inconclusive = no clear call, values can overlap the other calls; tested in BHK-21 cells;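 note: 0% = median of neutral control wells and 100% = median of positive control wells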
# RAD54 branch: inhibitors of human RAD54 branch migration. Q92698. RAD54 Holliday junction branch migration, FAM/BHQ fluorescence. AID 602329. 360,000 tested, 0.14% active. inhibition, % at 10.4 µM;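 active = mean normalized replicate activity at least 40 and at least half of replicates scoring 40 or more; inconclusive = only one of the two criteria met; inactive = mean below 40 and under half of replicates reaching 40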;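 note: 0% = median of neutral control wells and 100% = median of positive control wells; inhibitors cause a drop in the FAM fluorescence signal; in these data hits start at about 50%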
# XiGFP reactiv: activators of X-chromosome reactivation in mouse fibroblasts; XiGFP mouse fibroblasts, % GFP-positive cells imaging, 3 d; cells co-treated with 5-aza-dC sensitizer; scaled so ellipticine positive control = 100%; activation, % at 7.58 µM; 360,000 tested, 0.055% active;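 active = mean normalized replicate activation at least 10% and every replicate at or above 10%; inconclusive = only one of the two criteria met; inactive = mean below 10% and not all replicates reach 10%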;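 note: 0% = median of on-plate neutral control wells and 100% = ellipticine 6 µM median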
#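 System: 68-5-11 XiGFP fibroblast line; Timing: 3 days compound exposure; Compound dosing: one concentration, pinned; Benchmarks: positive control ellipticine, 6 µM final; Buffer or medium: DMEM containing 5-aza-dC.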
# CFTR F508del cor: correctors of CFTR F508del function in bronchial epithelial cells | CFBE cells, YFP halide quenching; stimulated with forskolin plus potentiator P3; % fluorescence drop versus neutral controls | activity (quench increase), % at 7.58 µM | 350,000 tested, 0.36% active | AID 720511;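 active = mean added fluorescence quench of at least 8% versus neutral control, with both replicates also reaching 8%; inconclusive = only one of the mean or replicate conditions met; inactive = mean below 8% and not both replicates reaching 8%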;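 note: cells transiently co-express mutant CFTR-F508del with the halide-sensitive YFP; corrector assay measuring rescue of mutant channel to the surface after 24 h compound exposure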
# Starred values were filed as active, the others as inactive; i = inactive; ? = inconclusive; nt = no result given.
SMILES,CASP6 VEID inh,RAD52 anneal inh,INS-1E GSIS act,E-sel inducer,DENV2 CPE,RAD54 branch,XiGFP reactiv,CFTR F508del cor
O=C(CNC(=S)N(CCCN1CCOCC1)Cc1cccs1)NC1CCCC1,-4,-12,-3,0.0,1,5,0.0,-2.4
Cc1c(C(=O)N(Cc2nccn2C)C(C)C)oc2c(F)cccc12,-4,-13,15,nt,6,-17,0.1,0.5
CCCc1cn(CC[C@@H]2CC[C@H](NC(=O)Cc3cccnc3)[C@H](CO)O2)nn1,-1,-6,-14,-0.6,6,-3,1.1,0.7
CN1c2ccc(-c3ccccc3)cc2[C@H]2[C@H](CCN2C(=O)Nc2ccccc2F)[C@H]1CO,-1,37,-13,-0.6,8,2,0.0,1.6
CN(C(=O)CSc1nnc(-c2c[nH]c3ccccc23)n1C1CC1)C1CCS(=O)(=O)C1 (stereo not given),-2,-1,-1,nt,2,-4,0.0,1.7
CC(C(=O)OCC(=O)c1cccc([N+](=O)[O-])c1)N1C(=O)C2C3C=CC(C3)C2C1=O (stereo not given),1,-7,-10,nt,1,-28,0.0,-1.2
O=C1C(=O)N(Cc2ccncc2)C(c2cccc(O)c2)/C1=C(\O)c1ccc2c(c1)OCCO2 (stereo not given),-1,-12,4,0.7,-2,6,0.0,-3.0
C[C@@H]1CCCCO[C@@H](CN(C)C(=O)Nc2ccc3c(c2)OCO3)[C@@H](C)CN([C@H](C)CO)C(=O)c2cc(NC(=O)Nc3ccc4c(c3)OCO4)ccc2O1,-2,-1,15,-0.2,-4,7,0.1,1.6
CNC(=O)C[C@@H]1CC[C@H]2[C@@H](COc3ccc(NC(=O)Nc4c(C)noc4C)cc3C(=O)N2C)O1,nt,nt,-3,0.0,0,6,0.2,1.7
COC(=O)C1=C(C)NC(=S)NC1c1cccc(OC)c1 (stereo not given),-3,-18,44*,0.0,-1,nt,0.3,-0.1
CC[C@@H]1CC=C[C@H]2[C@H]1C(=O)N(Cc1ccccc1)[C@H]2c1ccc(OC)c(Cl)c1,0,-3,-21,-0.2,-10,-10,0.0,-0.4
O=C(Cc1ccccc1)N1CC2(C1)[C@@H](c1ccccc1)[C@@H](CO)N2S(=O)(=O)Cc1ccccc1,nt,-51,-13,0.1,35*,nt,0.4,4.6
COC(=O)c1ccc(COc2ccc(/C=N/O)cc2)o1,3,-16,15,5.7,-2,nt,0.0,0.9
COc1cc(O)c(C(CCN2CCCC(C)C2)c2cc(OC)c(OC)c(OC)c2)c(OC)c1 (stereo not given),-1,5,-18,-0.3,-2,-6,0.1,1.1
COc1cc(CCC(=O)OCC(=O)Nc2ccccc2OC(F)F)cc(OC)c1OC,2,-12,0,nt,-3,nt,0.0,1.5

# The list goes on; it opens with the two that closed the last part.
SMILES,CASP6 VEID inh,RAD52 anneal inh,INS-1E GSIS act,E-sel inducer,DENV2 CPE,RAD54 branch,XiGFP reactiv,CFTR F508del cor
COc1cc(O)c(C(CCN2CCCC(C)C2)c2cc(OC)c(OC)c(OC)c2)c(OC)c1 (stereo not given),-1,5,-18,-0.3,-2,-6,0.1,1.1
COc1cc(CCC(=O)OCC(=O)Nc2ccccc2OC(F)F)cc(OC)c1OC,2,-12,0,nt,-3,nt,0.0,1.5
CCCCC(=O)N(C)c1c(CC)nc2c(OCc3ccc(C(F)(F)F)cc3)cccn12,1,-3,53*,-0.3,-4,-7,0.2,0.2
C[C@@H]1CN([C@H](C)CO)C(=O)c2cccc(NC(=O)Nc3ccc(C(F)(F)F)cc3)c2O[C@@H]1CN(C)CC1CC1,-5,27,-10,11,7,7,0.0,-1.7
CCc1ccc(NS(=O)(=O)c2cc3c4c(c2)CCN4C(=O)CC3)cc1,7,-1,-9,-0.3,-4,-11,0.7,-0.4
CO[C@H]1CN(C)C(=O)c2ccc(NS(=O)(=O)c3cn(C)cn3)cc2OC[C@@H](C)N(CCC(F)(F)F)C[C@@H]1C,2,21,7,0.3,-1,1,0.0,-0.5
Cc1ccc(C23CC4CC(CC(CC(=O)NC(C)(C)CO)(C4)C2)C3)cc1,0,-42,-32,0.1,-3,2,-0.1,1.3
C[C@H](CO)N1C[C@H](C)[C@@H](CN(C)C)Oc2ccc(NC(=O)Nc3cccc4ccccc34)cc2C1=O,nt,nt,12,23,nt,nt,0.6,1.9
O=C(Cc1ccc2c(c1)OCCO2)c1c(O)cc(O)cc1O,21,-19,-22,nt,nt,-3,nt,-3.0
CC(C)NC(=O)Nc1ccc2c(c1)C(=O)N([C@@H](C)CO)C[C@H](C)[C@@H](CN(C)C(=O)Nc1ccccc1)O2,0,-1,7,0.1,15,-9,0.0,-0.3
O=S(=O)(NC1C2CC3CC(C2)CC1C3)c1ccc(F)cc1 (stereo not given),0,5,-10,2.6,4,-8,0.0,1.9
CC(C)C#Cc1cnc2c(c1)C(=O)N([C@@H](C)CO)C[C@H](C)[C@@H](CN(C)C(=O)c1ccc3c(c1)OCO3)O2,-1,-5,-12,-0.2,-4,-2,0.1,0.1
C[C@@H]1CCCCO[C@H](CN(C)C(=O)Nc2ccccc2)[C@H](C)CN([C@@H](C)CO)C(=O)c2cc(NS(=O)(=O)c3cn(C)cn3)ccc2O1,0,3,9,-0.2,-5,-4,0.3,0.2
CCOc1ccc(OCCC(=O)N2CCN(S(=O)(=O)c3ccc(OCC)cc3)CC2)cc1,6,-6,4,-1.1,?,-12,0.1,3.6
CCN(CC)CCN(C(=O)c1ccc(Br)s1)c1nc2cc3c(cc2s1)OCO3,1,0,9,?,3,nt,0.0,0.0
S=C(NCCc1ccccc1)NCC1CCCO1 (stereo not given),0,8,-4,-0.2,-2,nt,-0.1,nt
COc1cccc(N=CNc2cccc(OC)c2)c1,-2,-6,4,-0.4,0,-8,0.1,-2.6

# Of the compounds above, seven have fluorine.
SMILES,CASP6 VEID inh,RAD52 anneal inh,INS-1E GSIS act,E-sel inducer,DENV2 CPE,RAD54 branch,XiGFP reactiv,CFTR F508del cor
Cc1c(C(=O)N(Cc2nccn2C)C(C)C)oc2c(F)cccc12,-4,-13,15,nt,6,-17,0.1,0.5
CN1c2ccc(-c3ccccc3)cc2[C@H]2[C@H](CCN2C(=O)Nc2ccccc2F)[C@H]1CO,-1,37,-13,-0.6,8,2,0.0,1.6
COc1cc(CCC(=O)OCC(=O)Nc2ccccc2OC(F)F)cc(OC)c1OC,2,-12,0,nt,-3,nt,0.0,1.5
CCCCC(=O)N(C)c1c(CC)nc2c(OCc3ccc(C(F)(F)F)cc3)cccn12,1,-3,53*,-0.3,-4,-7,0.2,0.2
C[C@@H]1CN([C@H](C)CO)C(=O)c2cccc(NC(=O)Nc3ccc(C(F)(F)F)cc3)c2O[C@@H]1CN(C)CC1CC1,-5,27,-10,11,7,7,0.0,-1.7
CO[C@H]1CN(C)C(=O)c2ccc(NS(=O)(=O)c3cn(C)cn3)cc2OC[C@@H](C)N(CCC(F)(F)F)C[C@@H]1C,2,21,7,0.3,-1,1,0.0,-0.5
O=S(=O)(NC1C2CC3CC(C2)CC1C3)c1ccc(F)cc1 (stereo not given),0,5,-10,2.6,4,-8,0.0,1.9

# The list goes on.
SMILES,CASP6 VEID inh,RAD52 anneal inh,INS-1E GSIS act,E-sel inducer,DENV2 CPE,RAD54 branch,XiGFP reactiv,CFTR F508del cor
CCOc1cc(/C=C2\SC(=S)N(C(C(=O)O)c3ccccc3)C2=O)ccc1O (stereo not given),14,i,-4,9.0,2,-185,nt,14*
Nn1c(SCc2ccc(Br)cc2)nnc1-c1ccncc1,2,-3,10,0.0,-2,nt,0.0,-1.6
Nc1[nH]c(C(=O)c2ccc(Br)cc2)c(-c2c(F)cccc2F)c1C(=O)NCCc1c[nH]c2ccccc12,-1,3,-36,0.0,39*,nt,0.2,2.5
COc1ccc(NC(=O)N(C)C[C@@H]2Oc3ccc(NC(=O)Cc4cn(C)c5ccccc45)cc3C(=O)N([C@H](C)CO)C[C@@H]2C)cc1,-1,-1,8,-5.8,nt,-7,-0.8,0.5
C[C@H]1CCCCO[C@H](CN(C)C(=O)Nc2ccc3c(c2)OCO3)[C@@H](C)CN([C@@H](C)CO)C(=O)c2cc(NS(=O)(=O)c3ccc(Cl)cc3)ccc2O1,-1,-33,-9,0.1,52*,-5,0.0,-1.1
O=C(NCc1ccncc1)C1CCC(=O)N(CCc2ccc(Cl)cc2)C1 (stereo not given),0,-5,4,0.0,9,-5,0.0,-0.7
O=C(NCC(c1ccco1)N1CCCCC1)c1cccc(NS(=O)(=O)c2ccc(Br)cc2)c1 (stereo not given),6,11,-24,nt,2,nt,0.3,-1.2
O=C(C1CCCC1)N1CC(=O)N2[C@H](C1)[C@H](c1ccc(C#CCc3ccccc3)cc1)[C@@H]2CO,6,-10,-17,nt,0,nt,0.3,-0.7
Cc1oc(-c2cccc(Cl)c2)nc1CN1CCCC(C(=O)NC(C)c2ccc3c(c2)OCCO3)C1 (stereo not given),-2,-79,-24,-0.2,-7,-1,0.4,1.9
C[C@@H]1CN([C@H](C)CO)C(=O)c2cc(C3=CCCCC3)cnc2O[C@H]1CN(C)C(=O)c1cccc(F)c1,-8,-3,-22,-0.2,1,7,0.9,1.2
COc1ccccc1CNC(=O)c1ccc(S(=O)(=O)N(C)c2ccccc2)cc1,1,-6,-36,nt,-8,-12,0.0,-11
O=C(C1CCN(c2nnc(-n3cccc3)s2)CC1)N1CCN(Cc2ccc3c(c2)OCO3)CC1,-3,-12,4,-0.1,14,2,0.2,0.0
C/C(=N\NC(N)=S)c1ccncc1,1,-11,-12,0.1,4,3,0.4,0.6
CCOC(=O)c1cnc2c([N+](=O)[O-])cnn2c1C,0,-7,9,nt,4,2,-0.1,1.0
CCCN1CCN(CCCNC(=O)c2cc3c(s2)-c2c(C)cccc2OC3)CC1,-26,34,20,nt,1,39,1.7,0.3
C[C@H]1CCCCO[C@H](CN(C)C(=O)CCCN(C)C)[C@@H](C)CN([C@@H](C)CO)C(=O)c2cc(NC(=O)c3ccncc3)ccc2O1,nt,nt,1,0.0,3,8,-0.1,-1.3
COc1ccc(C(=O)C2CCCN(Cc3cccn3-c3ccc(Cl)cn3)C2)c(OC)c1 (stereo not given),2,-6,-8,nt,nt,nt,0.0,5.0
COc1ccc(NCC(=O)Nc2cccc(C(F)(F)F)c2)cc1S(=O)(=O)N1CCOCC1,11,-21,-3,nt,6,4,0.0,2.0
CCOc1cccc(/C=N/NS(=O)(=O)c2ccc(C)c([N+](=O)[O-])c2)c1O,2,-13,-4,-2.4,2,nt,0.1,4.9
O=C(C[C@H]1CC[C@H]2[C@@H](COC[C@H](O)CN2Cc2ccncc2)O1)NCC1CC1,-1,-11,8,0.1,2,-4,0.5,0.0
Cc1ccccc1-c1noc(C(C)NC(=O)c2ccco2)n1 (stereo not given),2,-15,26,2.6,0,7,0.2,2.1
CCc1nc2ccc(C(=O)N3CCN(C(=O)c4ccco4)CC3)cn2c1N(CC)Cc1cccc(Br)c1,-22,3,-32,-0.3,0,-5,0.0,4.5
CCOC(=O)c1[nH]ncc1CN1CCc2ccc(NC(=O)C3CCCO3)cc2C1 (stereo not given),-1,-10,4,-0.2,0,-5,-0.1,1.0
O=c1c2oc3nc4c(cc3c2ncn1CCCc1ccccc1)CCCC4,0,-9,-33,17,-9,nt,0.1,-1.2

# Compound activity from PubChem BioAssay.
